Source: PubChem (several laboratories)
Hck-Nef inh: blocks Nef-activated human Hck kinase. P08631. Recombinant Hck-YEEI plus Nef, Z-Lyte FRET kinase assay. inhibition, % at 20 µM. 220,000 compounds, 0.68% hits. AID 463187;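 active means Hck-Nef kinase inhibition above about 50%, limit read from the data; inactive means inhibition below that limit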;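 further: 0% = DMSO with Hck plus Nef and 100% = Hck alone without Nef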
Rad51 HR inh: blocks human Rad51 in homologous recombination. inhibition, % at 10 µM. AID 1385. 200,000 compounds, 0.085% hits. hRad51 DNA strand exchange, fluorescence dequenching. Q06609;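 active means inhibition above 40% at the single screening dose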;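 further: 0% = DMSO control wells and 100% = blanks with heterologous ssDNA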
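Test system: preformed human Rad51 ssDNA filaments; also added: Donor/quencher-labelled 47-bp dsDNA substrate; doses: 10 µM final, single point; times: 37 °C 15-min filament assembly, 30-min compound preincubation, 15-min exchange; detection: FRET fluorescence dequenching, excitation 485 nm, emission 520 nm; read-out basis: Fluorescence-based percent inhibition, control- and blank-normalised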
TNF necrop inh: inhibitors of TNF-alpha induced necroptosis in Jurkat FADD-/- cells. Jurkat FADD-/- TNF necroptosis rescue, ATP luminescence, 24 h; 0 = TNF only, 100 = no-TNF cells. activation (protection from cell death), % at 10 µM. 220,000 compounds, 0.068% hits;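 active means activation, meaning protection from cell death, of at least 50% relative to plate controls; inactive means activation below 50%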;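 further: necroptosis triggered by 40 ng/mL TNF-alpha added together with compound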
FXIa inh: inhibitors of human coagulation factor XIa | P03951 | purified FXIa, Boc-Glu-Ala-Arg-AMC fluorogenic substrate | inhibition, % at 5 µM | 220,000 compounds, 0.14% hits;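 active means inhibition of at least 40%; inactive means inhibition below 40%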;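 further: fluorescence of freed AMC excited at 355 nm; 0% = enzyme without compound and 100% = no enzyme blank; many of its hits are not listed in these tables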
Target sequence (P03951 19-387 limits assumed): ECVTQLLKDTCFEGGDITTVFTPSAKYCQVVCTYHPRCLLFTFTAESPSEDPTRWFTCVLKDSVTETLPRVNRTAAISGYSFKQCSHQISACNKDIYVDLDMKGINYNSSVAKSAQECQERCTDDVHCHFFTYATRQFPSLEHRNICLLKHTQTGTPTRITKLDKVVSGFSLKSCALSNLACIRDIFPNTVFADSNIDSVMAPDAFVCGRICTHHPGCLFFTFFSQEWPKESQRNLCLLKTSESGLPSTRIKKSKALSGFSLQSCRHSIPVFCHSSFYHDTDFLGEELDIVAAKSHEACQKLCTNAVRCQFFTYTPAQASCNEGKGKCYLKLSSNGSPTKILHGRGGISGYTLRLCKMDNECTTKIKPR
Target sequence (P03951 388-625 limits assumed): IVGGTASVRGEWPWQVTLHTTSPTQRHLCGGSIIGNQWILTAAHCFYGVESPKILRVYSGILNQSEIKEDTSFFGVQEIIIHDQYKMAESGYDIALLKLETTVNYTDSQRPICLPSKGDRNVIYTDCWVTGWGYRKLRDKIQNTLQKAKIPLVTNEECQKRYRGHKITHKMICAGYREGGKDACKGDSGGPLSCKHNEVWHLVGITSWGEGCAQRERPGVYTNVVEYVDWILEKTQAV
KLK5 inh: inhibitors of human kallikrein 5. Q9Y337. recombinant hK5, fluorogenic AMC substrate cleavage. inhibition, % at 5 µM. 210,000 compounds, 0.59% hits. AID 873;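 active means inhibition of 40% or more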;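 further: 0% = enzyme controls without compound and 100% = no-enzyme blanks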
Target sequence (Q9Y337 67-293 limits assumed): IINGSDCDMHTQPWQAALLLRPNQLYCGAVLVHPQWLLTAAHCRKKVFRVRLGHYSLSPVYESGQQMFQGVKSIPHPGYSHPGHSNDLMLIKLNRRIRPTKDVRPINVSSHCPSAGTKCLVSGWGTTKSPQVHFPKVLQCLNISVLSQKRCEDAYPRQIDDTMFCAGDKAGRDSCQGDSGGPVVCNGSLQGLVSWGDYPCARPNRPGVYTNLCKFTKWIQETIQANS
thrombin 1536: inhibitors of human thrombin; inhibition, % at 5 µM; 220,000 compounds, 0.26% hits; P00734; alpha-thrombin, Boc-VPR-AMC fluorogenic substrate cleavage;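 active means inhibition at or above 40%; inactive means inhibition below 40%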;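 further: 0% = enzyme with no compound and 100% = wells without enzyme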
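signal = AMC fluorescence, 355/460 nm | material = human alpha-thrombin enzyme | control set = enzyme without compound as high, wells lacking enzyme as low | times = reaction at room temperature | read-out basis = percent inhibition scaled between no-compound controls and no-enzyme blanks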
Cl transport mod: KCC2 (human) Cl- transport modulation; Q9H2X9; KCC2 cells, thallium flux FluoZin-2 fluorescence; B-score of Tl+ flux slope (higher = more flux/activation; lower = inhibition) at 10 µM; 190,000 compounds, 2.2% hits; AID 1456;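 active means thallium flux slope and its plate-corrected score both differing from the plate sample mean at a set confidence after two filtering rounds, in either direction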;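 further: slope of fluorescence scaled to starting intensity during 10 to 20 s after thallium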
L929 necroptosis: L929 zVAD cell death inhibition; L929 zVAD necroptosis rescue, ATP luminescence, 24 h; with zVAD 60 µM; viability rescue, % at 10 µM; 220,000 compounds, 0.38% hits; AID 1377;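 active means activation, scaled between plate controls, above about 75%, limit read from the data; inactive means activation under that limit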;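 further: 0% = zVAD with DMSO and 100% = DMSO alone without zVAD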
FXIIa inh 1536: blocks human coagulation factor XIIa protease activity. AID 800. purified FXIIa, Boc-QGR-AMC fluorogenic substrate, 2 h. 220,000 compounds, 0.3% hits. P00748. inhibition, % at 5 µM; in the data active means inhibition above about 40%;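 further: 0% = enzyme with no compound and 100% = blank without enzyme; many of its hits are not listed in these tables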
An asterisk follows results filed as active; i = inactive; / = no result given.

SMILES	Hck-Nef inh	Rad51 HR inh	TNF necrop inh	FXIa inh	KLK5 inh	thrombin 1536	Cl transport mod	L929 necroptosis	FXIIa inh 1536
COc1cccc(N2CC(C(=O)NC3CCCCC3)CC2=O)c1 (stereo not drawn)	-6	1	-0.1	1	-23	-3	1.7	0.8	4
Cc1cccc(N(Cc2cc3ccc(C)cc3[nH]c2=O)C(=O)c2ccco2)c1	4	-10	-1.9	-1	1	-2	0.053	-0.4	4
CC(=O)c1cccc(NC(=O)NCc2ccccn2)c1	7	-2	-2.1	17	-13	-2	0.67	-0.1	19
Cc1csc(NC(=O)c2cccc(S(=O)(=O)N3CCCCC3)c2)n1	1	-6	0.1	5	5	-6	0.0027	0.8	7
CC(=O)c1sc(-c2ccc(F)cc2)cc1NS(=O)(=O)c1ccc(C)cc1	-11	-12	0.3	1	-4	-3	10*	-0.3	5
CCOc1ccccc1NC(=O)Cn1cnc2c(nnn2-c2cccc(OC)c2)c1=O	-9	5	-0.4	7	3	0	-0.94	-0.1	16
CCCC1(C)NC(=O)c2ccccc2O1 (stereo not drawn)	22	7	0.7	-1	1	11	/	1.9	3
COc1ccc(C2=CC(=O)CC(c3ccccc3)C2)cc1 (stereo not drawn)	-23	-4	-0.7	1	2	-5	-0.058	0.9	6
CN(C)S(=O)(=O)N1CCN(c2ccc([N+](=O)[O-])c(N3CCOCC3)c2)CC1	6	-26	-1.1	1	3	3	0.56	3.3	8
Cn1c(=O)c2c(nc(N3CCOCC3)n2C/C=C/c2ccccc2)n(C)c1=O	5	0	-1.2	6	3	-3	1.1	-1.0	3
Cc1ccc(NC(=O)c2noc3c2CCCCC3)cc1	-2	-6	1.7	-6	6	-5	1.2	82*	-7
COc1ccccc1OCCC(=O)OCC(=O)c1c(N)n(C)c(=O)n(C)c1=O	20	-2	-0.1	-3	-5	-6	0.22	2.3	5
CC(=O)c1ccc(Sc2ccccn2)c([N+](=O)[O-])c1	5	-3	-1.0	6	4	14	2.2	-0.6	15
COc1ccccc1NC(=O)N1CCc2c([nH]c3ccccc23)C1C(F)(F)F (stereo not drawn)	1	23	8.1	2	-1	-5	0.51	1.3	3
CCn1c(SC(C)C)nnc1-c1cc(-c2ccccc2)sc1N	3	-3	-2.0	8	-6	2	-0.099	1.4	13
O=C(Nc1ccncc1)c1ccc2c(c1)C(=O)N(CC1CCCO1)C2=O (stereo not drawn)	-3	4	0.8	-7	-8	-12	0.11	0.6	-1
CC1CCCCN1CC(O)COCCC12CC3CC(CC(C3)C1)C2 (stereo not drawn)	16	21	-0.6	1	1	3	-1.4	0.4	3
COc1cc(/C=N\n2nnnc2N)ccc1OCc1ccc(F)cc1	1	-15	1.2	-1	6	2	-1.9	0.8	11
CCNC(=S)N(Cc1ccco1)Cc1cc2cc3c(cc2[nH]c1=O)OCCO3	2	-6	2.5	-9	-20	-7	0.33	0.7	-3
CCn1nnc2c(=O)oc3ccccc3c21	20	/	1.3	-6	-8	-2	-4.3	-0.6	-2
O=C(O)c1cc(NCc2cccs2)ccc1N1CCOCC1	0	-2	-1.9	6	-5	2	/	-0.1	8
Cc1cccc(SCc2noc(C(=O)NCC3CCCO3)c2C(=O)O)c1 (stereo not drawn)	1	5	-1.4	1	-23	-4	0.26	0.0	7
COCCNC(=S)N1CCC(NC(=O)C23CC4CC(CC(C4)C2)C3)CC1	20	-23	0.2	-7	-3	23	0.26	6.9	5
CCc1nnc2n1N=C(c1ccc(OC)cc1)CS2	3	1	-8.7	19	-2	0	-0.57	1.1	25
O=[N+]([O-])c1ccc(C2CCCC/C2=N/OCc2ccccc2F)c([N+](=O)[O-])c1 (stereo not drawn)	-1	-3	-0.8	1	3	-3	-1.3	-0.1	9
CCOC(=O)CNC(=O)C1CCCc2c1[nH]c1ccc(Cl)cc21 (stereo not drawn)	16	4	0.0	0	7	-7	-0.038	5.1	5
CC(=O)c1nnn(-c2nc(N)nc(N(c3ccccc3)c3ccccc3)n2)c1C	4	1	-0.2	-3	-1	0	-1.6	0.1	15
O=C(Nc1ccccc1C(=O)NC(Cc1c[nH]c2ccccc12)C(=O)O)c1ccccc1 (stereo not drawn)	6	9	0.4	-2	-4	-2	0.72	1.3	1
CN(C)CCCNc1c2c(nc3cc(-c4cccc(F)c4)nn13)CCC2	15	0	0.1	-3	1	-8	-0.57	28	5
CN(C)c1ccc(CN(C(=O)COc2ccccc2)C2CCS(=O)(=O)C2)cc1 (stereo not drawn)	0	6	1.1	13	-4	5	/	-0.2	33
CSc1nc2ccccc2n1Cc1c(Cl)cccc1Cl	-2	4	-1.4	6	-2	5	/	0.1	15
CCOC(=O)N1CCc2c(sc(NC(=O)c3ccc(Cl)s3)c2C(N)=O)C1	-1	0	4.7	9	3	5	-0.79	2.7	-3
Cc1onc(-c2ccccc2)c1C(=O)NNC(=S)NC(=O)/C=C/c1cccs1	3	-1	-0.8	19	-76	3	6.7*	0.1	5
COc1ccc(-n2c(Cc3cccn3C)nnc2SCC(=O)Nc2cccc(NC(C)=O)c2)cc1	7	3	0.2	7	2	3	/	0.4	6
Cc1ccccc1OCC(=O)NCCC(=O)O	0	-2	0.3	4	0	3	0.97	0.9	13
O=C(Nc1cc(Cl)cc(Cl)c1)C1CCC(=O)N1Cc1ccccc1Cl (stereo not drawn)	-1	1	-5.0	2	-1	-1	/	0.2	8
COc1ccccc1CC(=O)Nc1ccc(-c2noc(COc3cccc(C)c3C)n2)cc1	2	-4	-0.4	7	-17	-3	0.15	0.6	13
Cc1ccccc1NC(=S)NC(NC(=O)COc1ccccc1)C(Cl)(Cl)Cl (stereo not drawn)	0	-3	-6.3	-9	-4	-8	/	-0.1	7
S=c1nc(C2CC2)n(-c2ccccc2)[nH]1	-21	33	1.2	-5	-3	-18	4*	-0.1	3
O=C(Cc1ccccc1)Nc1ccc(CN2CCOCC2)cc1	-9	-5	2.8	4	6	5	0.23	0.0	22

A different layout for some results above.
Structure | Hck-Nef inh | Rad51 HR inh | TNF necrop inh | FXIa inh | KLK5 inh | thrombin 1536 | Cl transport mod | L929 necroptosis | FXIIa inh 1536
O=C(Cc1ccccc1)Nc1ccc(CN2CCOCC2)cc1 | -9 | -5 | 2.8 | 4 | 6 | 5 | 0.23 | 0.0 | 22
CCNC(=S)N(Cc1ccco1)Cc1cc2cc3c(cc2[nH]c1=O)OCCO3 | 2 | -6 | 2.5 | -9 | -20 | -7 | 0.33 | 0.7 | -3
Cc1ccccc1OCC(=O)NCCC(=O)O | 0 | -2 | 0.3 | 4 | 0 | 3 | 0.97 | 0.9 | 13
Cc1onc(-c2ccccc2)c1C(=O)NNC(=S)NC(=O)/C=C/c1cccs1 | 3 | -1 | -0.8 | 19 | -76 | 3 | 6.7* | 0.1 | 5

(further entries)
SMILES	Hck-Nef inh	Rad51 HR inh	TNF necrop inh	FXIa inh	KLK5 inh	thrombin 1536	Cl transport mod	L929 necroptosis	FXIIa inh 1536
CCOc1ccc(N2CC(C(=O)Nc3ccccn3)CC2=O)cc1 (stereo not drawn)	12	4	1.5	-7	-4	-8	-0.14	4.3	-4
C/C(=N\NC(=O)Cn1nnc2ccccc21)c1ccco1	-5	1	-0.2	-2	-2	-3	-0.04	0.0	7
COC(=O)c1oc2ccc(Br)cc2c1NC(C)=O	36	-13	0.4	17	42*	20	-0.09	1.1	19
Cc1ccccc1N1CCN(C2=NC(=O)/C(=C/c3cn[nH]c3-c3ccccc3)S2)CC1	0	-56	1.8	6	-3	1	1.4	0.6	10
O=C(c1ccc(S(=O)(=O)N2CCCCC2)cc1)c1nnc(-c2ccc(Cl)cc2)o1	0	-4	0.9	34	46*	15	/	3.3	2
CCOc1ccc(-n2nnnc2SCC(=O)N2CCOCC2)cc1	-5	-1	0.3	4	-11	5	0.66	1.8	14
CC(C(=O)Nc1cc([N+](=O)[O-])ccc1Cl)N1CCN(c2ccccc2O)CC1 (stereo not drawn)	5	-9	-2.7	0	35	28	0.75	-0.4	12
O=C(COC(=O)/C=C/c1ccc2c(c1)OCO2)NC1CC1	8	1	1.0	1	-18	-2	1.1	1.0	7
Cc1ccccc1Nc1nc(N)nc(COc2ccc(C#N)cc2)n1	26	11	0.5	-5	-5	-19	-1.1	1.9	0
CC(C)(C)OC(=O)N1CCC(CNC(=O)c2ccc(F)cc2)CC1	16	-8	0.2	0	0	1	0.057	0.2	12
O=C(Cn1nc(C(F)F)cc1C(F)F)NNC(=S)Nc1ccc(Cl)cc1	-1	1	-1.5	-12	-85	-5	0.032	0.0	-10
CCOC(=O)c1cnc(N)nc1C(F)(F)F	-3	/	-0.8	0	/	-4	/	0.6	6
CCOC(=O)NC(=O)/C(C#N)=C/c1ccc(N(C)C)cc1	-52	i	-1.6	-25	11	-7	-5.2	0.3	1
N#CCCN(CCC#N)C(=O)c1ccc(Cl)cc1	0	-2	-0.4	4	-16	5	0.011	-0.2	20
O=C(CNc1n[nH]c(=O)[nH]c1=O)N/N=C/c1cccnc1	1	26	0.7	13	-9	-5	-1.8	0.6	9
CCCCCCC(C)OC(=O)Nc1cccc2ccccc12 (stereo not drawn)	2	6	3.6	-1	-6	3	-0.082	0.8	2
Cc1cc(/C=N\NC(=O)COc2cccc3cccnc23)c(C)n1-c1ccc(Br)cc1	5	-8	0.7	1	-21	-4	-1.3	2.4	7
CCn1ncc(CNC(=O)C2(C)CC2(Cl)Cl)c1C (stereo not drawn)	2	/	2.8	2	-8	-4	0.53	0.4	5
Nn1cnnc1SC1CCCCC1NS(=O)(=O)c1ccccc1 (stereo not drawn)	0	-8	-0.8	5	-1	2	0.21	0.2	20
CC1(C)OC(=O)C(=CNCC(O)c2ccccc2)C(=O)O1 (stereo not drawn)	0	-2	1.6	-9	22	-4	0.076	-0.1	0
COc1cccc(NC(=O)Nc2ccc3c(c2)nnn3C)c1	6	-10	0.5	-8	-15	-7	1.3	-0.4	2
Cc1cc(Nc2ccccc2)c2c([N+](=O)[O-])cc(C)c(C)c2n1	1	2	-8.2	5	-13	1	/	-0.1	12
Cc1ccc(-n2ncc(N(C)C)c(Cl)c2=O)cc1	2	/	-3.5	-6	5	-1	/	-0.1	9
Cc1nc2ccccn2c1/C(O)=C1\C(=O)C(=O)N(CCN2CCOCC2)C1c1cccnc1 (stereo not drawn)	0	-4	-2.9	4	2	1	1.8	-0.2	14
Cc1csc(C(=O)O)c1-c1c(C)csc1C(=O)O	1	7	1.6	8	-17	-1	0.36	1.5	16
S=C(N/N=C1\C2CN3CCN(C2)CC1(c1ccccc1)C3)Nc1ccccc1	7	-4	0.1	-6	-23	-14	0.82	-0.3	1
COc1ccc(CNC(=O)C2CCCN(c3nccc(C)n3)C2)cc1 (stereo not drawn)	8	-5	-2.3	8	-1	1	-0.3	-0.1	16
COc1ccc(C(=O)C[n+]2ccccc2C)cc1	3	6	2.4	2	1	0	1.4	0.5	7
CNC(=S)N=Nc1c(O)[nH]c2ccc(C(C)C)cc12	1	4	-0.6	-5	-13	-13	6.6*	0.0	5

Not all compounds are listed; rates above refer to the full screens.
